Assay outcomes (PubChem BioAssay)
TNF necrop inh – inhibitors of TNF-alpha induced necroptosis in Jurkat FADD-/- cells; Jurkat FADD-/- TNF necroptosis rescue, ATP luminescence, 24 h; 0 = TNF only, 100 = no-TNF cells; activation (protection from cell death), % at 10 µM; AID 463075; hit rate 0.068% among 220,000;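 active = activation, meaning protection from cell death, of at least 50% relative to plate controls; inactive = activation below 50%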;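 note: necroptosis triggered by 40 ng/mL TNF-alpha added together with compound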
zfTRPN1 agonist – activates the zebrafish TRPN1 channel. HEK293 zebrafish TRPN1-YFP, Fluo-8 calcium fluorescence; 100% = response to 87 µM carbachol. activation, % at 3 µM. hit rate 0.18% among 220,000;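 active = activation above its plate's cutoff, the mean activation of test wells on that plate plus 3 SD, cut at about 19% in these data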;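 note: 0% = DMSO alone and 100% = 87 µM carbachol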
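Material: zebrafish TRPN1-YFP in HEK293 cells; Doses: single test compound dose, 3 µM nominal, 0.3% DMSO; Timing: dye loading 1 h at 37 °C, then 30 min room temperature; Technique: intracellular calcium fluorescence with Fluo-8; Benchmarks: high carbachol 87 µM, low DMSO alone.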
EBV gp42 block – inhibitors of Epstein-Barr virus glycoprotein 42. Q1HVG2. Fluorescence polarization binding assay, mP read-out. inhibition, % (tested at 21.74 µM). hit rate 0.42% among 220,000; in the data active = inhibition above about 50%
Target sequence (Q1HVG2 whole entry, looked up): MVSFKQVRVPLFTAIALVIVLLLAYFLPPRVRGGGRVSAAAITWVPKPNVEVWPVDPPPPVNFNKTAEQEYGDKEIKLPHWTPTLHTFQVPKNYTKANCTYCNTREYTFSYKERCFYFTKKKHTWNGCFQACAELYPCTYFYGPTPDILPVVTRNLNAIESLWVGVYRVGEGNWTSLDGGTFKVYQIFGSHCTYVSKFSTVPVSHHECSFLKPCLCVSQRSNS
Mdm2 ligase inh – Mdm2 E3 ligase (human) inhibition | Q00987 | signal enhancement, % at 5 µM | cell-based MDM2 ubiquitination luciferase reporter, 2 h; 0 = plate control, 100 = twice control, blank-subtracted | hit rate 0.11% among 210,000;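 active = signal enhancement of 30% or more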;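 note: luminescence tracks abundance of the self-degrading MDM2-luciferase fusion protein; higher signal means inhibition of MDM2 E3 ligase activity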
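Timing – 2 h compound exposure at 37 °C · Assay system – mammalian cells stably expressing self-ubiquitinating, self-degrading MDM2 E3–luciferase fusion · Amount – 2000 cells seeded into each well · Measure – % luminescence enhancement versus blank-corrected plate control mean · Measured by – SteadyLite luminescence, 15 min reagent step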
CHOP inhibitor – CHOP inhibition in unfolded protein response | AID 2732 | CHO-K1 CHOP-promoter luciferase, tunicamycin-induced, 15-18 h | hit rate 3.8% among 220,000 | inhibition, % at 10 µM;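 active = compounds that reduced the stress-induced luciferase reporter signal by more than about 70% of percent inhibition, limit read from the data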;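 note: 0% = tunicamycin plus vehicle and 100% = wells without tunicamycin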
TRPML3 ag – human mucolipin-3 channel agonism | activation, % at 3 µM | HEK293 TRPML3-YFP, Fluo-8 calcium fluorescence; 100% = the carbachol control signal | hit rate 0.29% among 220,000 | AID 1448;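 active = activation above its plate's cutoff, the mean activation of the plate's test wells plus 3 SD, cut at about 12% in these data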;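 note: 0% = DMSO only wells and 100% = carbachol wells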
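Test system: TRPML3-YFP stable HEK293 cells. Doses: single point at 3 µM. Incubation: dye loading 1 h 37 °C then 30 min ambient, 125 s read. Signal: Fluo-8 calcium dye fluorescence, ex 470-495, em 515-575 nm. Measure: percent activation from peak-to-basal fluorescence ratio, scaled between DMSO and carbachol.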
p47phox inh – blocks human p47phox regulatory protein of NADPH oxidases | P14598 | p47phox/p22phox peptide binding, fluorescence polarization, 2 h | hit rate 0.53% among 220,000 | inhibition, % at 24.7 µM | AID 1274;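 active = inhibition above about 30%, limit read from the data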;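 note: 0% = p47phox with labelled peptide and 100% = labelled peptide alone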
Target sequence (P14598 whole entry, looked up): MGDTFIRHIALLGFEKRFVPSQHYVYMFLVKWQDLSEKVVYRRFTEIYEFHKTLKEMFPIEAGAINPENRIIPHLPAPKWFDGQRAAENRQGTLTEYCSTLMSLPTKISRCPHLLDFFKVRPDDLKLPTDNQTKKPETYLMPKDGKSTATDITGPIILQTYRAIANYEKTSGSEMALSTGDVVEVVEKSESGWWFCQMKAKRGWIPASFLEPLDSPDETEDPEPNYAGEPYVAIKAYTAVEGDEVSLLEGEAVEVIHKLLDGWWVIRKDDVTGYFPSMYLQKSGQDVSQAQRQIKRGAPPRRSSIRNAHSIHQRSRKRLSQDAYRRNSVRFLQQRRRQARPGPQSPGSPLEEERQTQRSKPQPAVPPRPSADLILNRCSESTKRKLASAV
PPC-1+TRAIL kill – PPC-1 cancer cell killing with TRAIL present. PPC-1 cells + TRAIL, ATPLite viability luminescence. cell killing (% activity), % at 4 µM. hit rate 0.41% among 220,000. AID 1443;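 active = cell killing above 50% in the first pass at 4 µM, then a duplicate retest at 5 µM averaging 50% or more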;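 note: plate controls were cells with TRAIL plus DMSO for no effect and medium-only wells lacking cells for full effect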
Runt-SMMHC FRET – Runt domain-CBFb-SMMHC interaction inhibition | Q01196+Q13951 | Cerulean-Runt/Venus-CBFb-SMMHC FRET ratio 530/480, 1 h | inhibition, % at 20 µM | hit rate 0.74% among 220,000 | AID 1434;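 active = mean inhibition across duplicate retests at 20 µM reaching about 50%, limit read from the data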;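 note: 0% = DMSO wells and 100% = wells with excess untagged CBFb-SMMHC; inhibitors lower the FRET ratio by blocking Runt binding to CBFb-SMMHC; some results filed as inactive read as strong as hits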
Numbers without * were called inactive; [ ] = another dose, or the depositor's remark.

Screening CCOC(=O)C(NC(=O)CC)(Nc1ccc(S(=O)(=O)Nc2cc(C)on2)cc1)C(F)(F)F (configuration not stated) returned TNF necrop inh -0.1, zfTRPN1 agonist 0.0, EBV gp42 block -11, Mdm2 ligase inh -26, CHOP inhibitor 13, TRPML3 ag 0.5, p47phox inh -1, PPC-1+TRAIL kill 10 and Runt-SMMHC FRET -24.
`CN(Cc1ccccc1)C(=O)COC(=O)c1ccccc1Nc1ccccc1` gave TNF necrop inh 0.7, zfTRPN1 agonist 0.3, EBV gp42 block 1, Mdm2 ligase inh -14, CHOP inhibitor 41, TRPML3 ag 0.7, p47phox inh 1, PPC-1+TRAIL kill 9 and Runt-SMMHC FRET 1.
Screening CCn1c(=O)cc(OCC(=O)NCCCN2CCN(c3cccc(Cl)c3)CC2)c2ccccc21 returned TNF necrop inh -8.1, zfTRPN1 agonist 2.8, EBV gp42 block 6, Mdm2 ligase inh 2, CHOP inhibitor 49, TRPML3 ag 0.9, p47phox inh 3, PPC-1+TRAIL kill -2 and Runt-SMMHC FRET -2.
`COc1ccc(C(=O)/C=C/c2ccc(OC3CSC3)cc2)cc1OC` gave TNF necrop inh 2.2, zfTRPN1 agonist -1.8, EBV gp42 block 6, Mdm2 ligase inh -4, CHOP inhibitor 38, TRPML3 ag -0.3, p47phox inh -6, PPC-1+TRAIL kill 11 and Runt-SMMHC FRET -3.
For Fc1ccc(CN2CCCCCCC2)c(F)c1 the results were TNF necrop inh 0.6, zfTRPN1 agonist -0.3, EBV gp42 block 2, Mdm2 ligase inh 3, CHOP inhibitor 22, TRPML3 ag 2.1, p47phox inh -4, PPC-1+TRAIL kill -26 and Runt-SMMHC FRET -2.
For CN(C)CCn1c(=S)[nH]c2ncccc2c1=O the results were TNF necrop inh -0.1, zfTRPN1 agonist 0.5, EBV gp42 block 7, Mdm2 ligase inh 4, CHOP inhibitor -15, TRPML3 ag 0.8, p47phox inh 0, PPC-1+TRAIL kill 4 and Runt-SMMHC FRET -3.
O=C(CCCCCN1C(=O)CCC1=O)Nc1ncn[nH]1 was read as TNF necrop inh -1.4, zfTRPN1 agonist 0.8, EBV gp42 block -11, Mdm2 ligase inh -8, CHOP inhibitor -2, TRPML3 ag 0.3, p47phox inh -6, PPC-1+TRAIL kill 9 and Runt-SMMHC FRET 3.
Screening COc1cc(SC)ccc1C(=O)Nc1ncc(Cl)cc1Cl returned TNF necrop inh -2.8, zfTRPN1 agonist 1.9, EBV gp42 block -5, Mdm2 ligase inh -9, CHOP inhibitor 16, TRPML3 ag 0.2, p47phox inh 14, PPC-1+TRAIL kill 40 and Runt-SMMHC FRET 2.
Screening CCOC(=O)c1c(CC(C)C)csc1/N=C/C1C(=O)CCCC1=O returned TNF necrop inh -0.1, zfTRPN1 agonist 5.0, EBV gp42 block 0, Mdm2 ligase inh 0, CHOP inhibitor 52, TRPML3 ag 2.0, p47phox inh -9, PPC-1+TRAIL kill -5 and Runt-SMMHC FRET -15.
For Cn1c(=O)cc(OCC(=O)NCCCN2CCN(c3ccccc3F)CC2)c2ccccc21 the results were TNF necrop inh -4.4, zfTRPN1 agonist 0.8, EBV gp42 block -30, Mdm2 ligase inh -7, CHOP inhibitor 14, TRPML3 ag 0.2, p47phox inh -2, PPC-1+TRAIL kill 15 and Runt-SMMHC FRET 2.
`CN1C2=C(C#N)C(c3ccccc3)(C(F)(F)F)NC(=O)N2c2ccccc21` (configuration not stated) gave TNF necrop inh -1.2, zfTRPN1 agonist -0.7, EBV gp42 block -16, Mdm2 ligase inh -10, CHOP inhibitor 10, TRPML3 ag 0.4, p47phox inh -4, PPC-1+TRAIL kill 21 and Runt-SMMHC FRET -4.
Screening Cn1cccc1/C=C1\SC(=S)N(CC(=O)O)C1=O returned TNF necrop inh 0.2, zfTRPN1 agonist 1.3, EBV gp42 block -186, Mdm2 ligase inh 21, CHOP inhibitor 25, TRPML3 ag 0.4, p47phox inh -3, PPC-1+TRAIL kill -3 and Runt-SMMHC FRET -94.
For O=C(CS(=O)(=O)c1ccccc1)Nc1nc(-c2ccc(F)cc2)cs1 the results were TNF necrop inh 0.6, zfTRPN1 agonist 0.9, EBV gp42 block -19, Mdm2 ligase inh -19, CHOP inhibitor 9, TRPML3 ag 0.1, p47phox inh -18, PPC-1+TRAIL kill 13 and Runt-SMMHC FRET 1.
For CC(=O)c1cnc(Nc2ccc(C)cc2)s1 the results were TNF necrop inh 14, zfTRPN1 agonist -1.0, EBV gp42 block -10, Mdm2 ligase inh -13, CHOP inhibitor -12, TRPML3 ag 0.8, p47phox inh -5, PPC-1+TRAIL kill 9 and Runt-SMMHC FRET -1.
Screening O=C(COc1ccc(Cl)cc1Cl)Nc1ccccc1NS(=O)(=O)c1cccs1 returned TNF necrop inh 0.4, zfTRPN1 agonist -0.2, EBV gp42 block 9, Mdm2 ligase inh -37, CHOP inhibitor -29, TRPML3 ag 0.3, p47phox inh -7, PPC-1+TRAIL kill 18 and Runt-SMMHC FRET -6.
`Cc1ccc(CNc2ccc(N3C(=O)CC(C)C3=O)cc2[N+](=O)[O-])cc1` (configuration not stated) gave TNF necrop inh 1.9, zfTRPN1 agonist 1.4, EBV gp42 block -15, Mdm2 ligase inh -2, CHOP inhibitor 6, TRPML3 ag 0.0, p47phox inh -8, PPC-1+TRAIL kill 27 and Runt-SMMHC FRET -3.
For Cc1occc1C(=O)O/N=C(\N)c1ccccc1 the results were TNF necrop inh -16, zfTRPN1 agonist -0.2, EBV gp42 block -5, Mdm2 ligase inh -33, CHOP inhibitor 19, TRPML3 ag -0.1, p47phox inh -10, PPC-1+TRAIL kill 57*[5 µM] and Runt-SMMHC FRET -1.
`Cc1noc2ncnc(N3CCN(c4ccc(F)cc4)CC3)c12` gave TNF necrop inh 1.2, zfTRPN1 agonist -0.8, EBV gp42 block -8, Mdm2 ligase inh -16, CHOP inhibitor 18, TRPML3 ag 0.4, p47phox inh 1, PPC-1+TRAIL kill 16 and Runt-SMMHC FRET 3.
Screening COc1c(Cl)ccc(Cl)c1C(=O)NC(=S)N1CCOCC1 returned TNF necrop inh -0.6, zfTRPN1 agonist -0.4, EBV gp42 block -16, Mdm2 ligase inh -7, CHOP inhibitor -9, TRPML3 ag 0.6, p47phox inh -17, PPC-1+TRAIL kill -11 and Runt-SMMHC FRET -4.
CCOC(=O)c1cc(-c2ccc(OC)cc2OC)nn1-c1ccc(C(=O)O)cc1 was read as TNF necrop inh -0.4, zfTRPN1 agonist -1.2, EBV gp42 block -4, Mdm2 ligase inh -2, CHOP inhibitor -17, TRPML3 ag 0.5, p47phox inh 0, PPC-1+TRAIL kill 16 and Runt-SMMHC FRET -10.
Cc1ccc(C)c(NC(=O)CSc2n[nH]c(-c3ccncc3)n2)c1 was read as TNF necrop inh -0.7, zfTRPN1 agonist -0.4, EBV gp42 block -8, Mdm2 ligase inh -13, CHOP inhibitor 23, TRPML3 ag 0.0, p47phox inh -3, PPC-1+TRAIL kill 13 and Runt-SMMHC FRET -2.
`CCOC(=O)N1CCN(C(=O)CN(c2ccc(OCc3ccccc3)cc2)S(C)(=O)=O)CC1` gave TNF necrop inh -0.9, zfTRPN1 agonist 4.2, EBV gp42 block 0, Mdm2 ligase inh -16, CHOP inhibitor 6, TRPML3 ag 1.6, p47phox inh -11, PPC-1+TRAIL kill -6 and Runt-SMMHC FRET -2.
For CCOc1ccc(NC2c3ccccc3C(=O)N2c2ccc(Cl)cn2)cc1 (configuration not stated) the results were TNF necrop inh 1.1, zfTRPN1 agonist 2.5, EBV gp42 block -28, Mdm2 ligase inh -6, CHOP inhibitor 33, TRPML3 ag 0.2, p47phox inh -5, PPC-1+TRAIL kill 18 and Runt-SMMHC FRET 1.
For COC(=O)C1=C(C)NC2=C(C(=O)CCC2)C1c1cn(Cc2ccc(Cl)cc2Cl)nc1-c1ccccc1 (configuration not stated) the results were TNF necrop inh -5.1, zfTRPN1 agonist -1.7, EBV gp42 block 0, Mdm2 ligase inh -8, CHOP inhibitor 36, TRPML3 ag -0.1, p47phox inh -11, PPC-1+TRAIL kill 15 and Runt-SMMHC FRET 36.
For CCC(=O)Nc1ccc(NC(=O)CSc2nnnn2C(C)C)cc1 the results were TNF necrop inh -1.8, zfTRPN1 agonist 0.3, EBV gp42 block -31, Mdm2 ligase inh -7, CHOP inhibitor 19, TRPML3 ag 0.9, p47phox inh 0, PPC-1+TRAIL kill 11 and Runt-SMMHC FRET 6.
COc1ccc(C(=O)Nc2ccc(S(=O)(=O)Nc3nccnc3OC)cc2)cc1 was read as TNF necrop inh 0.1, zfTRPN1 agonist -0.1, EBV gp42 block -4, Mdm2 ligase inh -2, CHOP inhibitor 0, TRPML3 ag 1.2, p47phox inh 3, PPC-1+TRAIL kill 9 and Runt-SMMHC FRET -4.
`CCOC(=O)c1cccnc1SCc1cc(=O)n2ccccc2n1` gave TNF necrop inh -4.5, zfTRPN1 agonist 1.1, EBV gp42 block -14, Mdm2 ligase inh 7, CHOP inhibitor 3, TRPML3 ag -0.1, p47phox inh 22, PPC-1+TRAIL kill -10 and Runt-SMMHC FRET 0.
CC1CC(C)CN(C(=O)COc2ccc([N+](=O)[O-])cc2Cl)C1 (configuration not stated) was read as TNF necrop inh 0.3, zfTRPN1 agonist 1.0, EBV gp42 block 2, Mdm2 ligase inh -2, CHOP inhibitor 24, TRPML3 ag 1.0, p47phox inh 1, PPC-1+TRAIL kill -20 and Runt-SMMHC FRET 1.
O=[N+]([O-])c1cc(F)c(N2CCOCC2)cc1N1CCCCC1 was read as TNF necrop inh -3.0, zfTRPN1 agonist -1.5, EBV gp42 block -12, Mdm2 ligase inh -5, CHOP inhibitor -12, TRPML3 ag -0.5, p47phox inh -3, PPC-1+TRAIL kill 2 and Runt-SMMHC FRET -3.
COc1ccccc1C1=Nc2cccc3cccc(c23)N1 was read as TNF necrop inh -6.0, zfTRPN1 agonist -1.0, EBV gp42 block 18, Mdm2 ligase inh 5, CHOP inhibitor 7, TRPML3 ag -0.5, p47phox inh 0, PPC-1+TRAIL kill 13 and Runt-SMMHC FRET -54.
`CCN(CC)S(=O)(=O)c1ccc2c(c1)N(CC(=O)NCCc1ccc(S(N)(=O)=O)cc1)C(=O)CO2` gave TNF necrop inh 0.0, zfTRPN1 agonist -0.2, EBV gp42 block 1, Mdm2 ligase inh -27, CHOP inhibitor 12, TRPML3 ag 0.4, p47phox inh 2, PPC-1+TRAIL kill 27 and Runt-SMMHC FRET 0.
